ARNT-TACC3 inh: disruptors of human ARNT/TACC3 interaction; Q9Y6A5; inhibition, % at 9.99 µM; AID 623870; AlphaScreen His-ARNT PAS-B/GST-TACC3 binding, luminescence; TACC3 fragment carries E629A point mutation; hit rate 0.66% among 390,000;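 active = mean inhibition of replicates at least 50% and at least half of replicates each reaching 50%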;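 also: 0% = complete ARNT plus TACC3 wells and 100% = ARNT alone without TACC3; many hits fall short of the cut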
CFTR F508del cor: CFTR F508del correction in bronchial cells. CFBE cells, YFP halide quenching; stimulated with forskolin plus potentiator P3; % fluorescence drop versus neutral controls. activity (quench increase), % at 7.58 µM. hit rate 0.36% among 350,000. AID 720511;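 active = mean added fluorescence quench of at least 8% versus neutral control, with both replicates also reaching 8%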;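 also: cells transiently co-express mutant CFTR-F508del with the halide-sensitive YFP; corrector assay measuring rescue of mutant channel to the surface after 24 h compound exposure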
Xi reactivation: X-chromosome reactivation activator. hit rate 0.055% among 360,000. activation, % at 7.58 µM. AID 743238. XiGFP mouse fibroblasts, % GFP-positive cells imaging, 3 d; cells co-treated with 5-aza-dC sensitizer; scaled so ellipticine positive control = 100%;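 active = mean normalized replicate activation at least 10% and every replicate at or above 10%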;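 also: 0% = median of on-plate neutral control wells and 100% = ellipticine 6 µM median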
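System: 68-5-11 XiGFP fibroblast line | Buffer or medium: DMEM containing 5-aza-dC | Compound: Single point | Times: Compounds 3 days, fix/stain 15 min at room temperature | Benchmarks: Positive control ellipticine, 6 µM final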
RAD54 inh: blocks human RAD54 Holliday junction branch migration | hit rate 0.14% among 360,000 | Q92698 | AID 602329 | inhibition, % at 10.4 µM | FAM/BHQ fluorescence;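 active = mean normalized replicate activity at least 40 and at least half of replicates scoring 40 or more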;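 also: 0% = median of neutral control wells and 100% = median of positive control wells; inhibitors cause a drop in the FAM fluorescence signal; in these data hits start at about 50%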
Target sequence (Q92698 whole entry, looked up): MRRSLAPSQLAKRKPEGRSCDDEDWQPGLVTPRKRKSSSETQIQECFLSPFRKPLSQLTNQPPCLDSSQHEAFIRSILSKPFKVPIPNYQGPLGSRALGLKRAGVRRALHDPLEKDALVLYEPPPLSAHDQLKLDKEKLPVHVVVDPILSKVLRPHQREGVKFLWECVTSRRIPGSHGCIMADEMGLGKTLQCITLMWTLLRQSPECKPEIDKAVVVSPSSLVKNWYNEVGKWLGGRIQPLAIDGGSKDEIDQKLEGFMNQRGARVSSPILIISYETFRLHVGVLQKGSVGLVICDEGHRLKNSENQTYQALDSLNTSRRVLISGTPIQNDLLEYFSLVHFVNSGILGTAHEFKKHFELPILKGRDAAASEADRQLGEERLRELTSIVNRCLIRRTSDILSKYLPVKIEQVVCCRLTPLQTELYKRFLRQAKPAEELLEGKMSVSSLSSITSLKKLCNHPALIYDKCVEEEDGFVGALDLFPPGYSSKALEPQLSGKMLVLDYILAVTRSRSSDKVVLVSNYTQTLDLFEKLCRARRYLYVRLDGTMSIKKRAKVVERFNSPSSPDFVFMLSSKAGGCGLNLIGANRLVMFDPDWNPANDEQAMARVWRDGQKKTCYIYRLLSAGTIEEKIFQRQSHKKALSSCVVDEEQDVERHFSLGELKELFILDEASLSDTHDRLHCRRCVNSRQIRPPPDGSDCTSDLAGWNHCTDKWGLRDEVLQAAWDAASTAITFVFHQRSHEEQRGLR
GSIS activator: primary screen for activators of insulin secretion dependent on glucose, INS-1E cells, GLuc reporter luminescence; INS-1E GLuc reporter insulin secretion, 2-3 h; activation, % at 16.6 µM; hit rate 0.61% among 370,000; AID 743287;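 active = lowest replicate activation of at least 40%, so every replicate reaches that level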;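 also: 0% = median of neutral control wells and 100% = median of IBMX positive control wells; some compounds called inactive have numbers as strong as hits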
ERAP1 inh: inhibitors of human ERAP1 aminopeptidase. AID 652197. recombinant ERAP1, Leu-AMC fluorescence, 60 min. Q9NZ08. hit rate 0.15% among 340,000. inhibition, % at 10.7 µM;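 active = mean replicate inhibition of at least 30%, or all replicates individually reaching that 30% level; inactive = mean below 30% and not every replicate reaching it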;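 also: 0% = neutral control wells and 100% = L-leucinethiol positive control wells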
esBAF inh: inhibitors of esBAF chromatin remodeling in mouse ES cells; Bmi1-luciferase knock-in reporter, 24 h; 100% = twice the neutral-well signal; reporter increase, % at 12.5 µM; hit rate 2% among 350,000; in the data active = activation above about 40%;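 also: 0% = median of the plate's neutral control wells and 100% = double that signal; a rise in the Bmi1 reporter signal indicates esBAF inhibition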
RAD52 inh: RAD52 (human) annealing inhibition; P43351; recombinant RAD52 DNA annealing, FRET fluorescence; inhibition, % at 18.7 µM; hit rate 0.46% among 360,000; AID 651710;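 active = every replicate showing at least 50% inhibition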
An asterisk follows results filed as active; x = not tested or not shown.

SMILES	ARNT-TACC3 inh	CFTR F508del cor	Xi reactivation	RAD54 inh	GSIS activator	ERAP1 inh	esBAF inh	RAD52 inh
COc1cccc(-c2ccc3c(c2)[C@H]2[C@H](CCN2S(=O)(=O)c2cccc(OC)c2)[C@@H](CO)N3)c1	-5	2.9	0.0	-12	-2	2	-1	-1
CN1C(=O)c2cc(NC(=O)C3CC3)ccc2OC[C@H]2O[C@@H](CC(=O)NCc3cccc(F)c3)CC[C@H]21	-6	-3.3	0.2	5	-7	x	-6	x
O=C(Nc1ccc(F)cc1)N1CC(=O)N2[C@@H](CO)[C@@H](c3ccc(-c4cccc(F)c4)cc3)[C@@H]2C1	x	0.2	0.0	x	-27	1	x	4
C[C@@H]1CN([C@@H](C)CO)C(=O)Cc2cc(N(C)C)ccc2O[C@@H]1CN(C)S(C)(=O)=O	x	0.3	0.0	3	13	-6	-2	-4
O=C(NCc1n[nH]c(=S)n1-c1ccccc1Cl)c1ccc(S(=O)(=O)N2CCCCC2)cc1	-4	0.6	0.3	4	-7	-3	-5	-31
CN(Cc1ccc(C(C)(C)C)cc1)C(=O)c1ccc2c(=O)n3c(nc2c1)CCC3	0	-4.1	0.2	x	-8	2	x	-3
COc1ccc(NC(=O)c2cc(-c3ccncc3)nc3ccc(Br)cc23)cc1OC	4	1.0	-0.1	-5	12	-3	1	-18
COCC(=O)N(C)C[C@@H]1Oc2cc(-c3ccc(C#N)cc3)ccc2S(=O)(=O)N([C@@H](C)CO)C[C@@H]1C	-2	1.6	-0.6	3	26	1	-1	3
OC[C@H]1[C@@H](c2ccc(-c3cncnc3)cc2)[C@@H]2CN(CC3CCOCC3)CCCCN12	-3	1.5	0.1	10	15	0	2	-1
C[C@H]1CN([C@@H](C)CO)C(=O)CCCn2nncc2CO[C@H]1CN(C)Cc1ccc(C(F)(F)F)cc1	x	1.2	-0.2	x	-18	x	-2	x
COC(=O)C(Cc1ccc(O)cc1)NC(=O)C(CC(=O)OC(C)(C)C)NC(=O)OC(C)(C)C (stereo not given)	22	x	-0.1	x	-1	1	x	-4
CC(NC(=O)COC(=O)Cc1ccsc1)c1ccccc1 (stereo not given)	-6	x	-0.2	x	4	3	x	8
O=C(C[n+]1cc(-c2ccc(Cl)cc2)n2c1CCC2)N1c2ccccc2Sc2ccccc21	21	x	0.0	14	0	x	x	x
CCc1nc2ccc(C(=O)NCCN3CCOCC3)cn2c1N(C)Cc1ccc(OC)cc1	x	1.9	-0.1	-6	x	-2	-6	-4
Cc1ccc(S(=O)(=O)N(CC(=O)NCc2ccco2)C2CCCCC2)cc1	-5	2.5	x	-2	-7	0	-2	-18
COc1ccc(OC)c(NC(=O)CCNS(=O)(=O)c2ccc3[nH]c(=O)oc3c2)c1	0	0.1	0.0	2	2	-1	-5	-11
Oc1ccc2ccccc2c1CNc1ccc2ccccc2c1	2	-1.2	0.1	0	-9	1	x	-22
COc1ccccc1N1CC(C(=O)Nc2ccc(S(=O)(=O)N3CCCC3)cc2)CC1=O (stereo not given)	-4	9.6*	0.1	-1	x	3	-11	-3
Cc1ccc(S(=O)(=O)NC(=O)C2(C)CCN2C(=O)Cc2ccc(-c3ccccc3)cc2)cc1 (stereo not given)	x	-0.2	0.0	-8	-3	3	-7	-8
Cc1cc2oc(=O)cc(CN(C)Cc3ccccc3F)c2cc1Cl	-4	0.9	0.0	7	-5	1	64*	-5
COC(=O)/C=C/c1ccc2c(c1)OCO2	-7	-3.0	0.1	7	-2	1	6	-18
Cc1nc2cc(-c3cccc(F)c3)nn2c(C)c1CCC(=O)N1CCN(c2ccccn2)CC1	-7	4.6	0.1	-7	x	3	-44	8
C[C@@H]1CN([C@H](C)CO)C(=O)c2cccc(NS(=O)(=O)c3cccs3)c2O[C@H]1CN(C)C(=O)Nc1ccc(F)cc1	-5	-2.1	0.0	25	-9	-2	-2	-20
C/C(=N\NC(=O)c1ccc(F)cc1)c1cccc(NC(=O)c2cccc(F)c2)c1	x	0.6	0.0	-31	2	-2	8	-2
C[C@@H]1CN([C@@H](C)CO)C(=O)Cc2cc(NS(=O)(=O)c3ccc(Cl)cc3)ccc2O[C@@H]1CN(C)Cc1ccc(Cl)c(Cl)c1	0	4.6	-0.1	3	0	-2	0	3
C[C@H](CO)N1C[C@H](C)[C@H](CN(C)Cc2ccc(Oc3ccccc3)cc2)Oc2ccc(NC(=O)c3ccncc3)cc2CC1=O	x	1.9	0.0	-7	-14	-1	-2	-11
O=C(c1cc2cc([N+](=O)[O-])ccc2oc1=O)n1cccn1	-8	-2.4	0.0	-7	-4	-1	-8	0
COC(=O)C(CCSC)NC(=O)C(NC(=O)C1CCC(C)CC1)C(C)C (stereo not given)	-8	x	x	-6	-5	x	-5	x
COCCCn1cc(CN2CC(N3CCSCC3)CS2(=O)=O)nn1 (stereo not given)	x	-5.3	0.0	x	16	x	x	-18
O=C(Nc1cccc(F)c1)N1C[C@H]2[C@@H](c3ccccc31)[C@@H](CO)N2C(=O)C1CCOCC1	-6	1.1	0.3	3	-7	4	0	10
COc1cccc(-c2ccc3ncnc(NCc4cccs4)c3c2)c1	1	-4.0	0.0	7	-7	-3	-5	-250
C[C@@H]1CN([C@H](C)CO)C(=O)c2cc(N(C)C)ccc2O[C@@H](C)CCCCO[C@@H]1CN(C)C(=O)Nc1ccc2c(c1)OCO2	x	-3.5	-1.0	x	-15	x	18	x
Cc1noc(C)c1NC(=O)N[C@@H]1CC[C@@H](CC(=O)N2CCCCC2)O[C@H]1CO	-6	1.6	0.5	3	-3	-3	0	0
CC(O)c1nc2ccc(Cc3ccc4nc(C(C)O)[nH]c4c3)cc2[nH]1 (stereo not given)	21	x	x	-7	46*	x	-4	x
COc1cc(NC(=O)COc2c(C)cc(C)cc2[N+](=O)[O-])c(OC)cc1Cl	x	x	0.2	x	6	-1	x	-6
NC(=O)c1ccnc2c(O)cccc12	73*	1.6	0.1	-15	8	-2	4	-26
COc1ccc(NC(=O)N2CC(=O)N3[C@H](C2)[C@@H](c2ccc(C4=CCCC4)cc2)[C@@H]3CO)cc1	x	2.2	0.0	x	-9	2	x	-11
O=C(NC(c1ccc(Cl)cc1)c1cccnc1)C1CCN(CCOc2ccc(Cl)cc2Cl)CC1 (stereo not given)	x	1.8	0.0	1	0	-2	-13	-9
C[C@H](O)C#Cc1ccc2c(c1)O[C@@H](CN(C)C(=O)Nc1ccccc1)[C@H](C)CN([C@H](C)CO)S2(=O)=O	-2	2.4	0.1	1	2	3	-1	-8
COc1cc(OC)cc(C(=O)NC(=S)Nc2ccc3[nH]c(=O)[nH]c3c2)c1	1	-1.7	0.1	3	20	-3	0	7
CCCCOc1c(C(=O)Nc2ccccc2)nnn1-c1ccccc1	x	-0.3	0.0	-2	-4	2	-3	-8
CC1(C)CC(=O)C2=C(C1)Nc1cc3c(cc1C2c1ccc2c(c1)OCO2)OCO3 (stereo not given)	3	3.9	-0.2	-9	15	1	13	1
Cc1nn(-c2ccccc2)c(C)c1-c1nnc(C(F)(F)F)o1	-14	-1.1	0.2	-5	32	-2	10	-11
Cc1nc(-c2ccc(NC(=O)C(C)(C)C)cc2)c(-c2ccccc2)o1	2	-2.1	0.0	-24	0	0	1	-9
O=C(Nc1cccc(F)c1)N[C@H]1CC[C@H](CCNS(=O)(=O)c2cccc(Cl)c2)O[C@H]1CO	3	2.5	0.2	0	-17	x	6	-1
CC(=O)c1cccc(S(=O)(=O)N2CCn3cccc3C2C)c1 (stereo not given)	-7	-1.5	0.1	-6	14	-2	-4	-34
COc1ccccc1OCC(O)CO (stereo not given)	-2	-0.5	-0.1	-10	2	3	-3	1
O=C(NCc1cccs1)c1csc(COCCO)n1	x	0.4	0.6	-1	2	-1	-9	-1

Five entries drawn at random from those above, as already listed:
SMILES	ARNT-TACC3 inh	CFTR F508del cor	Xi reactivation	RAD54 inh	GSIS activator	ERAP1 inh	esBAF inh	RAD52 inh
C[C@@H]1CN([C@@H](C)CO)C(=O)Cc2cc(NS(=O)(=O)c3ccc(Cl)cc3)ccc2O[C@@H]1CN(C)Cc1ccc(Cl)c(Cl)c1	0	4.6	-0.1	3	0	-2	0	3
O=C(Nc1cccc(F)c1)N[C@H]1CC[C@H](CCNS(=O)(=O)c2cccc(Cl)c2)O[C@H]1CO	3	2.5	0.2	0	-17	x	6	-1
COc1cccc(-c2ccc3ncnc(NCc4cccs4)c3c2)c1	1	-4.0	0.0	7	-7	-3	-5	-250
O=C(Nc1ccc(F)cc1)N1CC(=O)N2[C@@H](CO)[C@@H](c3ccc(-c4cccc(F)c4)cc3)[C@@H]2C1	x	0.2	0.0	x	-27	1	x	4
C[C@@H]1CN([C@H](C)CO)C(=O)c2cccc(NS(=O)(=O)c3cccs3)c2O[C@H]1CN(C)C(=O)Nc1ccc(F)cc1	-5	-2.1	0.0	25	-9	-2	-2	-20

(further entries)
SMILES	ARNT-TACC3 inh	CFTR F508del cor	Xi reactivation	RAD54 inh	GSIS activator	ERAP1 inh	esBAF inh	RAD52 inh
COc1cc2c(cc1OC)C(C)N(CC(=O)Nc1ccc(C)c(S(=O)(=O)N3CCOCC3)c1)CC2 (stereo not given)	8	-1.7	0.0	3	-11	-2	0	-28
C[C@@H]1CN([C@@H](C)CO)C(=O)c2cc(-c3cccc(C(=O)N(C)C)c3)cnc2O[C@H]1CN(C)S(=O)(=O)c1ccccc1	7	1.9	-1.4	0	-4	2	4	4
Cc1ccc(NC(=O)c2ccc(-c3nn(C)c(=O)c4ccccc34)cc2)cc1	13	x	x	-5	-21	-3	-9	-10
C[C@]12c3[nH]c4ccc(Cl)cc4c3CCN1C(=O)[C@@H](CC(=O)NCc1cccc(C(F)(F)F)c1)C[C@@H]2C(=O)N1CCCCC1	1	3.4	0.0	-5	-14	-5	0	-6
COc1ccc2cc(C(=O)NCc3ccccc3)c(=Nc3ccc(C(=O)O)cc3)oc2c1	-1	0.1	0.2	x	4	-3	x	-47
C/C(=N\NC(=O)CSCc1ccccc1Cl)c1cc(O)ccc1O	12	3.5	0.1	x	-1	-2	x	-9
COc1ccccc1CCn1cnc(-c2cccc(F)c2)c1C(C)C	x	1.5	-0.1	x	64*	-1	x	-12
COCCN1CCN(C(=O)C2CCC(=O)N(CCc3cccc(F)c3)C2)CC1 (stereo not given)	-2	-5.4	0.0	8	29	-3	-2	-7
Cn1c(CNC(=O)CCNC(=O)c2cccc(Cl)c2)cc(=O)n(C)c1=O	-4	-1.0	0.0	-12	1	1	5	-9
O=C(C[C@@H]1C[C@@H]2c3cc(NC(=O)c4ccc5c(c4)OCO5)ccc3O[C@@H]2[C@@H](CO)O1)NCCN1CCCCC1	11	-1.0	0.0	10	6	-5	4	14
COc1ccc(C)cc1NC(=O)CSc1nnc2ccc(-c3cccnc3)nn12	-2	1.3	0.0	-14	2	0	4	-3
CCOc1cc(NCc2ccccc2)c2ncn(C(C)C)c2c1	15	2.2	0.0	-7	-52	-5	-3	-27
Cc1ccc(CNC(=O)CNC(=O)c2ccc(C(C)(C)C)cc2)n1C	-13	-1.7	-0.1	-15	-6	0	8	-15
Cn1nc(C(C)(C)C)cc1N1C(=O)CCC1(C)C(=O)Nc1ccc2ccccc2c1 (stereo not given)	x	0.8	0.7	-7	3	9	-1	-19
CC1(C)CC(=O)C/C(=N\NC(=O)Cc2ccccc2)C1	x	x	0.0	0	5	x	0	x
Cc1cnc(=O)[nH]c1SCc1cccc(C(F)(F)F)c1	10	-0.7	0.0	1	4	13	-11	-9
O=c1c2c([nH]c3ccccc13)CCC2	-2	-3.9	0.0	1	7	-1	-3	-12
CO[C@H]1CN(C)C(=O)c2ccc(NC(=O)c3cc(C)on3)cc2OC[C@@H](C)NC[C@@H]1C	-3	1.4	0.1	2	14	2	-2	-2
Cc1ccc(C(O)CN2C3=NCCCN3c3ccccc32)cc1 (stereo not given)	-2	1.3	x	-3	x	-1	-2	6
